# NF-kB neuron act = compounds increasing NF-kB expression in human neuronal cells; NF-kB reporter expression; hits give high values; actives 1.6% (n = 190,000); fold change at 12.5 µM; in the data active = fold change above about 3.3
# RAM network inh = inhibitors of the yeast RAM network. inhibition, % at 50 µM. actives 1.8% (n = 190,000). S. cerevisiae dse1pr::URA3 reporter, 5-FOA growth OD615, 2 d; analog-sensitive cbk1-as2 kinase mutant strain;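 active = inhibition above a set limit, 3 SD over mean compound inhibition, cut at about 8.4% in these data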;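 also: 0% = DMSO-only wells with no growth and 100% = 10 µM 1-NA-PP1 full growth; inhibition rescues growth on 5-FOA so higher OD means more RAM inhibition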
# STAT3 inh = STAT3 signaling inhibition; U3A cells, IL-6 STAT3-luciferase reporter, luminescence; host cell line lacks STAT1; actives 0.89% (n = 190,000); inhibition, % at 5.5 µM;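 active = inhibition above the mean inhibition across all screened compounds plus 3 SD, cut at about 44% in these data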;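 also: 0% = DMSO only wells and 100% = 100 µM nifuroxazide control wells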
# APP transl inh = APP translation inhibition; AID 1285; inhibition, % at 2 µM; actives 0.82% (n = 190,000); SH-SY5Y APP 5'UTR-luciferase reporter, luminescence;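 active = inhibition above a set limit, derived from the sample mean plus 3 SD, cut at about 45% in these data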; also: values of inactives mirror those of a sister screen read the other way
# STAT3 activator = activators of IL-6 induced STAT3 signaling | activation (% of control), % at 5.6 µM | U3A cells, IL-6 STAT3-luciferase reporter, luminescence; 100% = signal with IL-6 EC80 alone | actives 0.91% (n = 190,000);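 active = activation above the screen-wide mean of compound activation plus 3 SD, cut at about 130% in these data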;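 also: 0% = background luminescence of wells with medium and substrate only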
#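 System – human U3A cells carrying STAT3-luciferase construct · Probe or stimulus – Interleukin-6, 33 ng/mL · Schedule – compound 1 h, then IL-6 6 h at 37 °C · Signal – luminescence from STAT3-driven luciferase reporter · Evaluation – percent of IL-6-only median luminescence · Benchmarks – IL-6-only high control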
# STAT1 blocker = STAT1 signaling inhibition | NIH 3T3 STAT1-luciferase reporter, IFN-gamma, luminescence | inhibition, % at 5.5 µM | actives 0.35% (n = 200,000) | AID 920;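 active = inhibition above a set limit, the mean inhibition across all tested compounds plus 3 SD, cut at about 34% in these data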;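 also: 0% = IFN-gamma with DMSO and 100% = IFN-gamma with 300 µM nifuroxazide; values of inactives mirror those of a sister screen read the other way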
# APP 5'UTR act = activates APP 5'UTR luciferase reporter; activation, % at 2 µM; actives 1% (n = 190,000); AID 1276; SH-SY5Y APP 5'UTR luciferase reporter, luminescence; zero percent = DMSO vehicle wells;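 active = activation above a set limit, based on mean plus 3 SD of controls, cut at about 140% in these data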; also: values of inactives mirror those of a sister screen read the other way
# FLuc inh counter = counter-screen for luciferase assay inhibitors: firefly luciferase inhibition; AID 1006; inhibition, % at 10 µM; ATPLite firefly luciferase biochemical luminescence, 10 min; actives 1.5% (n = 200,000); P08659;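 active = inhibition above about 50% when tested at 10 µM, limit read from the data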
# Target sequence (P08659 whole entry, looked up): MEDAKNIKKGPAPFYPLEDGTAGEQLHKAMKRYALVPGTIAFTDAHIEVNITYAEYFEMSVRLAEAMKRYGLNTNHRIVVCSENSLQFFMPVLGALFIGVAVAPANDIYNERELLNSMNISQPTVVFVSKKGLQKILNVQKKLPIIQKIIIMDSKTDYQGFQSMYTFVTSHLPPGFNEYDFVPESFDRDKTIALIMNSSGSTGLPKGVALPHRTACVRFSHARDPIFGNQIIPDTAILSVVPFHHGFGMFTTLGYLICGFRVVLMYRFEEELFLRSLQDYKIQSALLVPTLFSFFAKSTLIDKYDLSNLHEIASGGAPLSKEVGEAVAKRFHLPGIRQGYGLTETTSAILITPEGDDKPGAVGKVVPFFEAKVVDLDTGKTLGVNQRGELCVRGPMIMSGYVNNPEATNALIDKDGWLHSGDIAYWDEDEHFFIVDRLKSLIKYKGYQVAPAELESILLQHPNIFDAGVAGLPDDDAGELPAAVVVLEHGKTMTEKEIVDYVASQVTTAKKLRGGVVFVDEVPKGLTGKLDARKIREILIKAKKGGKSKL
# STAT1 activator = STAT1 signaling activation; NIH 3T3 STAT1-luciferase reporter, IFN-gamma, luminescence; 100% = IFN-gamma alone, no compound; activation (% of control), % at 5.5 µM; actives 2.6% (n = 200,000);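 active = activation above the screen-wide mean activation plus 3 SD, cut at about 130% in these data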;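 also: raw ratio to IFN-gamma control signal so 100% means no change and 0% no light; values of inactives mirror those of a sister screen read the other way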
# Hsp70 activator = Hsp70 transcriptional activation, primary screen | HeLa Hsp70 promoter luciferase reporter, luminescence; scaled: vehicle 0, proteasome-inhibitor control 100% | actives 0.04% (n = 200,000) | AID 1203 | activation, % at 10 µM;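 active = activation above the mean across all tested compounds plus 3 SD, cutoff set per campaign, cut at about 5.5% in these data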;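 also: 100% = MG132 at 30 µM as the positive control and 0% = DMSO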
# * hit, by the source's call; · = no result given.
# Values run as follows: NF-kB neuron act	RAM network inh	STAT3 inh	APP transl inh	STAT3 activator	STAT1 blocker	APP 5'UTR act	FLuc inh counter	STAT1 activator	Hsp70 activator
C=CCn1c(Br)nc2c1c(=O)n(C)c(=O)n2C
  1.5	-0.7	-4	12	107	-7	-12	-1	106	-0.3
Cc1ccccc1C1(CCN2CCCCC2)CCOC(C)(C)C1 (stereo unspecified)
  1.2	0.3	-11	-16	108	2	16	-4	99	-0.2
CN1CCN(C(=S)NC(=O)c2ccc(C(C)(C)C)cc2)CC1
  1.3	-0.1	23	17	84	5	-17	10	95	0.0
COc1cccc(C(=O)/C=C/Nc2cc(C)ccc2O)c1
  25*	0.4	-25	-2	124	-37	2	62*	134*	0.5
O=C(COc1ccccc1[N+](=O)[O-])N/N=C/c1cccs1
  1.2	1.5	11	-30	90	-7	30	3	106	0.4
FC(F)(F)c1cnc(-n2cc[nH]c2=S)c(Cl)c1
  1.1	2.0	3	-2	103	-5	2	-5	105	-0.2
CCSc1nnc(-c2ccc(C)cc2)c2ccccc12
  0.84	-0.9	7	-8	98	-2	8	-3	102	-0.2
N#Cc1cn(-c2ccccc2)nc1-c1ccccc1
  1.3	3.2	-6	-8	111	-9	8	-2	108	0.2
Cn1cnnc1SCC(=O)Nc1cc(S(=O)(=O)N2CCCCCC2)ccc1Cl
  0.76	1.8	19	8	86	-1	-8	-5	101	-0.1
COc1ccc2c(c1)[nH]c1c(=O)n(CCCN3CCOCC3)cnc12
  1.4	0.7	-3	-7	107	-3	7	-8	103	0.2
Cc1onc(-c2ccccc2Cl)c1C(=O)Nc1cccc2nsnc12
  1.1	4.4	16	0	91	8	0	-5	93	-0.2
O=C(O)CCCC(=O)Nc1nc(-c2ccccc2)cs1
  1.1	0.5	2	-1	103	3	1	-4	97	0.4
CC1CCc2c(sc(NC(=O)COC(=O)c3ccc(O)cc3)c2C#N)C1 (stereo unspecified)
  1.3	3.7	-4	2	111	-7	-2	-6	107	0.1
O=C(NCCc1ccc(Cl)cc1)C1CCC(=O)N1C1CCCC1 (stereo unspecified)
  1.4	0.7	2	5	106	1	-5	-6	99	-0.2
COc1ccc(C(C(O)C(=O)c2c[nH]c3ccccc23)N2CCN(c3ccccc3)CC2)cc1 (stereo unspecified)
  0.81	1.3	1	4	103	-8	-4	-6	107	-0.4
CCCc1nc2ccccc2c(C(=O)OCC(=O)c2ccc3c(c2)NC(=O)CO3)c1CC
  1.1	1.6	5	22	101	0	-22	-7	100	-0.3
O=C1C=C(NCc2ccco2)CC(c2ccc(Cl)cc2)C1 (stereo unspecified)
  1.1	1.7	4	-9	97	-9	9	-10	108	-0.5
COC(=O)c1sccc1NC(=O)COc1ccccc1Cl
  1.6	5.6	-10	-19	115	-17	19	-4	116	-0.3
O=C(Nc1cccc(S(=O)(=O)N2CCCCC2)c1)c1ccc(S(=O)(=O)C(F)F)cc1
  0.49	4.1	14	22	92	11	-22	-6	88	0.3
O=C(/C=C\Nc1ccc2c(c1)OCO2)c1ccc(Cl)s1
  0.96	3.8	62*	-164	53	-66	164*	87*	157*	0.0
Cc1ccc(-c2nc(SCC(=O)NCC3CCCO3)c(-c3ccc(C)cc3)[nH]2)cc1 (stereo unspecified)
  1.4	-0.8	-4	2	104	0	-3	0	100	-0.2
O=C(/C=C/c1ccc2c(c1)OCO2)NCc1ccc(F)cc1
  1.5	1.3	-1	-5	103	-1	5	1	101	0.7
N/C(CSc1ccc(Cl)cc1)=N\NC(=O)c1ccncc1
  0.93	2.1	8	-4	97	3	4	-3	95	0.0
CCOC(=O)Nc1sc2c(c1C(=O)OCC)CCC2
  0.99	-1.2	0	-9	101	2	9	-2	95	-0.1
COC(=O)NCC(C)OC(=O)Nc1ccc(Cl)cc1 (stereo unspecified)
  1.6	1.0	0	6	102	-8	-6	4	106	0.0
O=C(C[n+]1cccc(/C=N/O)c1)N1CCCCCC1
  0.81	2.5	2	-11	99	-11	11	-7	109	-0.2
CC(C)CC(=O)N1CCN(C(=O)c2cccc(F)c2)CC1
  0.96	-0.5	1	-1	103	2	1	-8	98	-0.3
C=C(C)C1Cc2c(C)nn(-c3ccccn3)c2C1 (stereo unspecified)
  1.1	4.4	3	-3	95	-2	3	-5	102	0.1
COc1ccc2sc(SCCCS(=O)(=O)O)[n+](CCCS(=O)(=O)[O-])c2c1
  1.2	1.9	11	-19	93	6	19	-1	95	-0.1
N=C1C(c2ccccc2)=C(O)CN1c1cccc(S(N)(=O)=O)c1
  1	-0.1	10	-2	94	8	2	-5	92	-0.2
Cc1ccc(NC(=O)c2nc[nH]c2C(=O)N2CCOCC2)c(C(=O)c2ccccc2)c1
  0.83	-0.8	0	-20	102	0	20	-6	98	-0.3
COc1cccc(NC(=O)COc2ccccc2C(N)=O)c1
  3.1	0.1	11	-87	93	-43	87	68*	134*	0.7
Cc1cc(C(=O)COc2ccccc2[N+](=O)[O-])c(C)n1C1CC1
  1.6	3.7	-7	-38	111	-28	38	0	123	0.3
COC(=O)c1cc(NC(=O)Cc2ccc(OC)cc2)cc(C(=O)OC)c1
  0.8	3.7	3	4	97	4	-4	-6	97	-0.2
Cn1c(=O)c(C(=O)CN2CC(=O)Nc3ccccc32)c(N)n(Cc2ccccc2)c1=O
  1.2	1.3	0	16	104	6	-16	-10	94	0.1
COc1ccc2oc(=O)c(C(=O)n3ccc(C)n3)cc2c1
  0.97	-0.5	-14	2	112	2	-1	-5	98	-0.2
O=c1c2ccccc2nc(-c2ccccc2Cl)n1O
  0.94	-1.1	9	-10	94	0	10	-2	100	-0.3
Nc1cc(C(F)(F)F)ccc1-n1cccc1
  1.4	2.9	9	-12	96	4	12	0	95	-0.4
CC(Nc1ccc(Cl)cc1)c1cc(Cl)ccc1O (stereo unspecified)
  1.5	-1.6	-3	-7	105	-6	7	-2	108	0.3
CCC(=O)c1cc(F)c(N2CCN(S(=O)(=O)c3ccc(C)cc3)CC2)cc1C
  0.7	3.4	5	-9	100	2	9	-2	98	0.1
COc1ccccc1CNC(=O)/C=C/c1ccc(S(=O)(=O)NCc2ccco2)cc1
  0.78	5.5	-8	22	108	0	-22	-10	99	-0.6
CCOC(=O)c1nnn(CC(=O)Nc2cc(Cl)ccc2C)c1C(=O)OCC
  0.93	1.7	-5	10	104	6	-10	-9	93	0.1
COc1ccc(C(=O)N/C(=C\c2ccc3c(c2)OCO3)C(=O)Nc2cccc(C(=O)O)c2)cc1
  1.1	1.5	3	1	98	-4	-1	-8	102	0.4
CCCCCCn1c(CN2CCN(Cc3ccccc3)CC2)nc2c1c(=O)n(C)c(=O)n2C
  0.58	1.2	-4	13	107	-2	-13	0	102	0.2
Cn1c(/C(C#N)=C/c2ccc(-c3ccc(S(N)(=O)=O)cc3)o2)nc2ccccc21
  0.24	3.0	12	-6	88	-6	6	-6	105	-0.3
COc1ccccc1OCC(=O)c1[nH]c(C)c(C(C)=O)c1C
  0.76	1.3	56*	-2	59	14	2	2	88	-0.3
N/C(=N\OC(=O)CCc1ccccc1)c1ccc(Cl)cc1
  1.8	-0.3	19	6	93	-12	-6	1	110	0.1
CCCOc1ccc(NC(=O)CC2C(=O)N(C)C(=S)N2Cc2ccc3c(c2)OCO3)cc1 (stereo unspecified)
  0.9	3.1	-4	17	108	19	-17	-7	83	-0.1
O=C(Nc1cccnc1)/C(N=Nc1c(Cl)cccc1Cl)=C(\O)c1ccccc1
  1.1	3.1	-2	3	103	6	-3	-4	94	-0.2
Cn1cnnc1SCC(=O)NCc1ccccc1
  1.2	1.4	7	14	98	-4	-14	0	102	0.1
Cc1nnc(NC(=O)Nc2cccc(Cl)c2)s1
  1.5	2.9	-2	-1	103	-14	1	-1	113	-0.1
CCOC(=O)N1CCN(C(=O)COc2ccc([N+](=O)[O-])cc2)CC1
  0.92	1.5	0	19	106	-2	-19	-3	100	-0.2
CN1C(=O)/C(=N\OC(=O)c2cccc3ccccc23)c2ccccc21
  0.91	0.2	-37	-4	141*	9	4	1	92	0.0
Cc1ccc(S(=O)(=O)C2CCOC2=O)cc1 (stereo unspecified)
  1	0.0	0	·	106	6	·	3	94	-0.4
CCOc1ccc(-c2n[nH]c(C)c2-c2ccccc2OC)c(O)c1
  0.95	2.9	21	-15	88	5	15	-3	95	-0.6
Cc1cc(C)c(NC(=O)CSc2nncn2-c2cccnc2)c(C)c1
  1.1	3.0	-7	-8	107	-6	8	-6	104	-0.1
C=CCN(CC=C)C(=O)c1cc2ccccc2c(=O)o1
  1	0.7	-2	11	103	4	-11	-1	96	-0.5
C=CCOc1cccc(C(=O)N2CCCC(CCC(=O)NCc3ccccc3F)C2)c1 (stereo unspecified)
  1.2	-1.5	7	-14	97	5	13	4	93	-0.1
CC(C)(C)c1ccc(-c2nnc(SCCN3C(=O)c4ccccc4C3=O)o2)cc1
  1.1	1.6	-6	-10	107	0	10	14	100	-0.1
O=C(O)C1CCCCC1C(=O)NCCC(c1ccccc1)c1ccccc1 (stereo unspecified)
  1.1	-0.9	-2	-29	106	-12	29	-10	111	-0.1

# Not a retest: an excerpt of the list.
# Values run as follows: NF-kB neuron act	RAM network inh	STAT3 inh	APP transl inh	STAT3 activator	STAT1 blocker	APP 5'UTR act	FLuc inh counter	STAT1 activator	Hsp70 activator
C=CCn1c(Br)nc2c1c(=O)n(C)c(=O)n2C
  1.5	-0.7	-4	12	107	-7	-12	-1	106	-0.3
Cc1ccccc1C1(CCN2CCCCC2)CCOC(C)(C)C1 (stereo unspecified)
  1.2	0.3	-11	-16	108	2	16	-4	99	-0.2

# Continued:
# Values run as follows: NF-kB neuron act	RAM network inh	STAT3 inh	APP transl inh	STAT3 activator	STAT1 blocker	APP 5'UTR act	FLuc inh counter	STAT1 activator	Hsp70 activator
Cc1cc(C)n(C(=O)/C(C#N)=N/Nc2cc(Cl)cc(Cl)c2)n1
  0.67	1.2	18	7	89	28	-7	-7	74	-0.3
Fc1ccc(C2c3[nH]c4ccccc4c3CCN2Cc2cccn2-c2ncccn2)cc1 (stereo unspecified)
  1.4	0.5	-1	-17	102	10	17	-1	89	-0.2
COc1ccc(OC)c2c(C)cc(N3CCCN(C)CC3)nc12
  0.89	1.4	-1	12	104	-3	-12	1	103	-0.2
Cc1ccc(S(=O)(=O)N(C)c2c(C)ccc(S(=O)(=O)Nc3ccncc3)c2C)cc1
  1	0.7	-10	-10	106	-7	10	-6	106	0.2
Cc1ccc(OCCCn2cc(C#N)c3ccccc32)cc1
  1.1	4.0	22	-11	83	-4	11	-6	105	1.0
COc1ccc(C2C(C#N)=C(SC)NC3=C2C(=O)CC(C)(C)C3)cc1 (stereo unspecified)
  0.78	3.0	5	-15	101	-4	15	-2	103	-0.1
Cc1onc(-c2ccccc2)c1C(=O)c1c[nH]c(C(=O)NCCCN2CCOCC2)c1
  0.93	2.0	-6	-8	107	7	8	-1	93	-0.2
Cn1c(N)c(C(=O)COC(=O)CNS(=O)(=O)c2cccc(Cl)c2)c(=O)n(C)c1=O
  1.2	0.3	1	3	97	6	-3	8	95	-0.3
c1nnc(-c2ccc3c(c2)OCO3)o1
  1.2	1.3	2	-16	104	-6	16	-4	104	-0.1
CCCCC(=O)NC(=S)Nc1cccc(C(=O)O)c1
  1.4	3.5	1	-12	103	-12	12	-8	110	0.3
